Source: PubChem BioAssay (several laboratories)
KCNQ1 act – potentiates or activates the human KCNQ1 potassium channel; CHO-K1 KCNQ1, thallium flux FluxOR fluorescence; hits give high values; 310,000 tested, 0.35% active; B-score at 10 µM; P51787;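 active = fluorescence ratio B-score, a plate-corrected score, at least three library SD, with initial intensity B-score within 5 SD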
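Material: CHO-K1 cells stably expressing KCNQ1. Medium: assay buffer for compound exposure, DMSO matched across wells. Reagent: K+/Tl+ depolarizing stimulus. Compound dosing: single-concentration screen. Times: 37 °C overnight plating, 90-min dark dye load, 20-min compound pretreatment. Technique: FluxOR Tl+ flux fluorescence.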
hERG rescue – compounds protecting human hERG from proarrhythmic drug block; Q12809; CHO-hERG, FluxOR thallium flux, dofetilide IC70 present; activation (rescue from dofetilide block), less the hit threshold, % at 10 µM; 310,000 tested, 0.51% active; AID 1511;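 active = activation above the mean of controls blocked by dofetilide plus 5 SD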;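 note: thallium influx through hERG after potassium depolarization seen as dye fluorescence rise; in these data hits start at about 4.7%; inactives centre near -7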
GSK3A inh – blocks human GSK-3 alpha kinase; inhibition, % at 10 µM; 320,000 tested, 0.1% active; ADP-Glo luminescence, 60 min; P49840; AID 2650;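 in the data active = inhibition above about 50%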;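 note: GST-tagged GSK-3 alpha with peptide substrate and 25 µM ATP; 0% = DMSO neutral wells and 100% = GW8510 positive control wells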
Dyrk1A ADPGlo – blocks rat Dyrk1A kinase activity; Q63470; ADP-Glo luminescence, NFATc1 peptide; AID 504441; 310,000 tested, 0.43% active; inhibition, % at 12.5 µM; in the data active = inhibition above about 50%;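 note: plate controls were vehicle with enzyme for no effect and no enzyme for full effect; many of its hits are not listed in these tables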
KCNQ1 block – human KCNQ1 channel inhibition. 310,000 tested, 1.3% active. B-score at 10 µM. AID 2642. CHO-K1 KCNQ1, FluxOR thallium flux fluorescence; hits give high values. P51787;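 active = compounds whose thallium flux B-score, printed positive for inhibition, exceeds three library SD while starting fluorescence stays within three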;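 note: channel opened by potassium depolarization with thallium stimulus after 20 min compound exposure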
RGS4 block – human RGS4 inhibition; P49798; HEK293 M3R/RGS4 inducible, Fluo-4 calcium flux; hits give high values; triggered by carbachol at its EC20; B-score at 10 µM; 310,000 tested, 0.45% active; AID 463165;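 active = B-score, a plate-corrected calcium signal, over three deviations above library mean, with baseline fluorescence within five deviations of library mean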;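 note: RGS4 expression induced by doxycycline in cells with stable M3 receptor; B-score is computed from the integrated fluorescence ratio over baseline after carbachol; higher B-score means a larger calcium signal and so more RGS4 inhibition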
Target sequence (P49798 whole entry, looked up): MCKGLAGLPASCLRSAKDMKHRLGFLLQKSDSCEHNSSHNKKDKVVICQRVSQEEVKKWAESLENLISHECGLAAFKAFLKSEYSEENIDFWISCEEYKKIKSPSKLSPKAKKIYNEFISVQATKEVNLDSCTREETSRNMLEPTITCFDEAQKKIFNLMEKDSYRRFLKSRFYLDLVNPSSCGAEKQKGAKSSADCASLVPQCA
GSK3beta inhib – inhibitors of human GSK3beta kinase. activity score (negative = inhibition), % at 10 µM. GST-GSK3beta kinase, ADP-Glo luminescence, 60 min; hits give low values. 300,000 tested, 0.038% active. P49841;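 active = more than half of replicate wells score below -50%, meaning over 50% inhibition versus plate controls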;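 note: 0% = median DMSO wells and -100% = median GW8510 positive control wells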
Target sequence (P49841 whole entry, looked up): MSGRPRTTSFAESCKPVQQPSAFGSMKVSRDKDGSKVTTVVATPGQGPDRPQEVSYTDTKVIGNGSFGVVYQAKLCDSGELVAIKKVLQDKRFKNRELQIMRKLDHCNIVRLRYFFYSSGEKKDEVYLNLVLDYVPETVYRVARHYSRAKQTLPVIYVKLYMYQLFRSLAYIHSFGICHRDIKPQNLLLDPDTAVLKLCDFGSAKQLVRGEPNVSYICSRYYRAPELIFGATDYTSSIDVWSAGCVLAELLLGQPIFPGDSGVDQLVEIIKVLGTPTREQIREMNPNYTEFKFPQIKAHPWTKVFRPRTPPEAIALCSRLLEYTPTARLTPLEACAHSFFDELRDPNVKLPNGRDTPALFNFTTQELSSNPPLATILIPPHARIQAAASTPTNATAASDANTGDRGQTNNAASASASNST
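test system = GST-tagged human GSK3beta kinase, cell-free | reagent = 25 µM ATP with peptide substrate | dosing = one dose of 10 µM per compound | schedule = 60 min reaction, RT | detection = luminescent ADP-Glo measurement of ADP formed | control set = DMSO neutral wells and GW8510 at 20 µM as positive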
KCNK3 block – human KCNK3 channel inhibition, primary screen; AID 602410; O14649; B-score at 10 µM; CHO-KCNK3 thallium flux, FluxOR fluorescence; hits give low values; 340,000 tested, 0.84% active;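 active = B-score under library mean minus 4 SD, starting fluorescence ratio at most library mean plus 5 SD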;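 note: more negative B-score means stronger inhibition of thallium flux through KCNK3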
PolyA inhibitor – blocks polyadenylation in yeast reporter cells. S. cerevisiae SKY197-pL101 polyadenylation reporter, beta-gal luminescence; efflux-impaired pdr1/pdr3 knockout yeast; score 100 = 6 SD above DMSO. calls only at 12 µM. 300,000 tested, 0.02% active. AID 1875;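 active = lowest replicate activity score at least 50, where 100 means six control SD above control mean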;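 note: yeast exposed to compound for 9 h at 30 °C; higher score means more reporter readthrough which indicates perturbed polyadenylation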
KCNK9 inh – inhibitors of human KCNK9 two-pore domain potassium channel | Q9NPC2 | HEK293 KCNK9, FluxOR thallium flux fluorescence; hits give low values | B-score at 10 µM | 310,000 tested, 1.2% active | AID 488922;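 active = ratio B-score over 3 SD below the library mean, with starting fluorescence within 5 SD of its mean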;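 note: negative B-score means less thallium flux so channel inhibition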
Target sequence (Q9NPC2 whole entry, looked up, the tested form may be a part): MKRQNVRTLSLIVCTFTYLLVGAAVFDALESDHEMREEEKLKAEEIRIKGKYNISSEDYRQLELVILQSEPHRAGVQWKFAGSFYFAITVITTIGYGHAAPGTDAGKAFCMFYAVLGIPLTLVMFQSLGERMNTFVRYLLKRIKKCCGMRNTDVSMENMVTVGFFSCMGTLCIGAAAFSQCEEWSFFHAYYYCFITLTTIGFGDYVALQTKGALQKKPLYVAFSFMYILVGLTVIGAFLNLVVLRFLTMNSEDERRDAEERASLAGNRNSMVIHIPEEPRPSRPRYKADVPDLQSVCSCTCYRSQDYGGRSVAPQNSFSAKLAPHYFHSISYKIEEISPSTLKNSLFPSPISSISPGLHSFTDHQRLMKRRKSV
RGS4 act – potentiators or activators of RGS4; HEK293 M3R/inducible RGS4, carbachol calcium flux Fluo4; hits give low values; B-score at 10 µM; 310,000 tested, 0.92% active; AID 463111;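 active = B-score of the integrated calcium signal more than 4 SD below the library mean, with starting fluorescence not abnormally high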;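 note: negative B-score means reduced calcium response which marks RGS4 activation or potentiation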
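System – HEK293 FlpIn-TREx cells, stable M3R, doxycycline-inducible RGS4 · Reagent – ECmax carbachol challenge · Times – compound preincubation 20 min at room temperature before agonist · Technique – Fluo4 fluorescence kinetic imaging of calcium · Measure – B score of integrated Fluo4 ratio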
An asterisk follows results filed as active; i = inactive; . = not tested or not shown. Not all compounds are listed; the hit share may differ from the screen's.

SMILES	KCNQ1 act	hERG rescue	GSK3A inh	Dyrk1A ADPGlo	KCNQ1 block	RGS4 block	GSK3beta inhib	KCNK3 block	PolyA inhibitor	KCNK9 inh	RGS4 act
CCOC(=O)c1ccc2nc(C)cc(Nc3cccc(C(=O)O)c3)c2c1	i	-4	0	.	i	i	2	.	i	i	i
Cc1ccsc1C(C(=O)NC1CCCCC1)N(C(=O)c1csnn1)C1CC1 (configuration not stated)	i	-10	-2	-4	i	i	1	i	i	i	i
CCCCCC(=O)N1CCCCC1	i	-8	-1	0	i	i	2	i	i	i	i
CCOC(=O)COc1ccc(C)cc1-c1ccno1	i	-3	-1	16	i	i	2	i	i	i	i
Cc1ccc2cc(/C=N/NC(=O)CN3CCCCC3)c(Cl)nc2c1	i	-6	-1	0	i	i	-1	i	i	i	i
O=C(NCc1cccs1)C(=O)NCC(c1ccco1)N1CCN(c2ccccc2)CC1 (configuration not stated)	i	-6	.	-4	i	i	0	i	i	i	i
CCc1nc(Nc2ccc3c(c2)OCCO3)c2oc3ccccc3c2n1	i	-26	.	5	i	i	2	i	i	-7.6*	-7.3*
CC(=O)Nc1cccc(C(=O)OC(C)C(=O)NC(=O)NC2CCCCC2)c1 (configuration not stated)	i	-6	-1	4	i	i	.	i	i	i	i
Nc1[nH]n2c(=O)cc(-c3ccccc3)nc2c1N=Nc1ccc2c(c1)OCO2	i	-13	-2	.	i	i	0	.	i	i	i
COc1ccc(CNc2ccc(Cl)cc2)cc1Cn1ccnc1	i	-14	-6	1	i	i	2	i	i	i	i
N/C(=N\S(=O)(=O)c1ccc(Cl)s1)c1ccccc1	i	-5	1	-1	i	i	-1	i	i	i	i
CCN(CC)S(=O)(=O)c1ccc(-c2nnc3sc4cccc(C)c4n23)cc1	i	-6	5	8	i	i	-5	i	i	i	i
CSc1ncc(C(=O)Nc2ccc(C(C)=O)cc2)c(-c2ccccc2)n1	i	-6	-1	-2	i	i	1	i	i	i	i
O=[N+]([O-])c1cccc(CNc2ccc3c(c2)CCC3)c1	i	-11	-2	-9	i	i	1	i	i	i	i
Cc1cccc(NC(=S)N2CCN(c3ccc(F)cc3)CC2)c1	i	-6	-3	-3	i	i	-6	i	i	i	i
CC(C)NS(=O)(=O)c1ccc(CCC(=O)N2CCC(C(N)=O)CC2)cc1	i	-5	-2	-6	i	i	1	i	i	i	i
CCOC(=O)c1c(NC(=O)CSc2nc3ccccc3c(=O)n2-c2ccccc2)sc(C(C)=O)c1C	i	-4	.	-2	i	i	-2	i	i	i	i
Cc1cc(C(=O)Nc2ccc(S(=O)(=O)Nc3onc(C)c3C)cc2)cs1	i	-12	-4	7	i	i	4	i	i	i	i
COc1ccccc1CNCC(=O)Nc1ccc(C(F)(F)F)cc1	i	-6	-3	12	i	i	-7	i	i	i	i
CCOC(=O)C1CCCN(C(=O)C2CCN(S(=O)(=O)c3cccs3)CC2)C1 (configuration not stated)	i	-8	-1	-3	i	i	3	i	i	i	i
O=C(c1ccc(F)c(S(=O)(=O)N2CCOCC2)c1)N(c1ccccc1)c1ccccn1	i	-2	-3	9	i	i	3	i	i	i	i
COc1ccccc1-c1cn[nH]c1-c1ccc(OCc2ccccc2)cc1O	i	-11	-1	-2	i	i	-2	i	i	i	i
CC(C)C(=O)Nc1nc(-c2ccccc2)ns1	i	-11	-2	.	i	i	2	i	i	i	i
CN(C)S(=O)(=O)c1ccc(N2CCCC2)c(C(=O)NCc2ccc(Cl)cc2)c1	i	-2	1	0	i	i	2	i	i	i	i
CCOC(=O)c1ccc(NC(=S)N2CCN(C(=O)C3CCCO3)CC2)cc1 (configuration not stated)	i	-9	-4	2	i	i	-7	i	i	i	i
O=C1CSC(c2ccccc2F)N1c1ccccc1 (configuration not stated)	i	-4	-2	-1	i	i	0	i	i	i	i
CCN(CC)S(=O)(=O)c1ccc2c(c1)nc(CCC(=O)Nc1cccc(C(F)(F)F)c1)n2CC	i	-3	16	-2	i	i	3	i	i	i	i
O=C(NN1C(=O)C2C(C1=O)C1C=CC2C12CC2)c1cccnc1 (configuration not stated)	i	-12	-2	-3	i	i	2	i	i	i	i
COC(=O)/C=C/CC(C)OS(N)(=O)=O (configuration not stated)	i	-6	0	2	i	i	3	i	i	i	i
Cc1ccc(NC(=O)c2ccc(Cl)c(NC(=O)c3cccs3)c2)cc1	i	-13	0	4	i	i	-1	i	i	i	i
COc1ccc(CCN2C(=O)C3C4CC(C5C(C(=O)N/N=C\c6ccc(Cl)cc6)=NOC45)C3C2=O)cc1OC (configuration not stated)	i	-6	-1	13	i	i	2	i	i	i	i
CCOC(=O)C1=C(COc2ccc(F)cc2Cl)NC(=O)NC1c1cc(C)ccc1C (configuration not stated)	i	-2	-3	-1	i	i	1	i	i	i	i
CCn1c(SCC(=O)NCc2cccs2)nnc1-c1ccco1	i	-7	2	-2	i	i	1	i	i	i	i
CCN(CC)C(=O)CSc1nc(O)c(Cc2ccccc2)c(=O)n1-c1ccccc1C	i	-11	-1	.	i	i	0	i	i	i	i
C=CCOC(=O)C1=C[C@@H](c2ccc(Br)cc2)C[C@@H](OCc2ccc(CO)cc2)O1	i	-7	2	-3	i	i	-3	i	i	i	i
O=C(Nc1ccccc1N1CCOCC1)c1cnccn1	i	0	38	4	i	i	-1	i	i	i	i
CC1(C)CC1C(=O)Nc1ccc([N+](=O)[O-])cc1Br (configuration not stated)	i	-7	2	0	i	i	5	i	i	i	i
O=C(Nc1ccc(-c2csnn2)cc1)C1CC1	i	-6	-2	.	i	i	-2	i	i	i	i
O=C(O)c1ccc(S(=O)(=O)c2ccc3c(c2)C(=O)N(NC(=O)c2cccnc2)C3=O)cc1	i	-12	-4	-5	i	i	5	i	i	i	i
O=C(C1CC1)N1CCN(S(=O)(=O)c2ccc3c(c2)OCCO3)CC1	i	-9	4	0	i	i	1	i	i	i	i
CCOC(=O)[C@@H]1[C@H]2COc3ccccc3[C@H]2N2C(=O)N(c3ccccc3)C(=O)[C@]12C	i	-3	-1	-4	i	i	-1	i	i	i	i
COCCN(Cc1ccccc1)C(=O)c1cccc(S(=O)(=O)N(C)c2c(C)n(C)n(-c3ccccc3)c2=O)c1	i	-14	-1	.	i	i	3	i	i	i	i
O=C(CN(C(=O)CCC(=O)Nc1nccs1)c1ccc(F)cc1)NCc1ccco1	i	-4	0	-3	i	i	-2	i	i	i	i
CC(=O)Nc1ccc(OCC(=O)NC(C)c2ccc(F)cc2)cc1 (configuration not stated)	i	-11	-2	-1	i	i	2	i	i	i	i
CC1CN=C(N(Cc2ccccc2)C(=O)Nc2ccccc2)S1 (configuration not stated)	i	-5	17	-5	i	i	6	i	i	i	i
COc1ccc(C2(C)CC(=O)NC2=O)cc1 (configuration not stated)	i	-3	0	-4	i	i	-4	i	i	i	i
Cc1ccnc(NC(=O)Cn2cc([N+](=O)[O-])cn2)c1	i	-10	6	-4	i	i	0	i	i	i	i
O=C(Nc1nnc(-c2ccc(Cl)cc2)o1)Nc1ccccc1Cl	i	-10	4	15	i	i	-3	i	i	i	i
COc1ccc2c(c1OC)C(=O)N(c1cccc(C(F)(F)F)c1)C2	i	-11	-1	-2	i	i	-3	i	i	i	i
COC(CNC(=S)Nc1ccc([N+](=O)[O-])cc1)OC	i	-8	-1	-2	i	i	3	i	i	i	i
COC(=O)CN1C(=O)[C@H]2[C@@H](c3ccc(C)o3)N3C(=O)CN(Cc4ccccc4)C(=O)[C@@]3(C)[C@H]2C1=O	i	-2	0	-2	i	i	-6	i	i	i	i
Cc1cccc(NC(=O)N2CCC(n3nnc4cc(C)ccc43)CC2)c1	i	-11	-1	2	i	i	2	i	i	i	i
O=C(CCNC(=O)c1ccco1)Nc1ccc(SC(F)F)cc1	i	-10	-2	6	i	i	2	i	i	i	i
CC(=O)NC(=S)Nc1ccc(S(=O)(=O)N2CCOCC2)cc1	i	-2	-7	-3	i	i	0	i	i	i	i
Cc1ccc(SCc2cc(-c3ccc(Cl)cc3)no2)cc1	i	-11	0	-4	i	i	6	i	i	i	i
CCOC(=O)c1c(C)nc2cc(C)cc(C)n12	i	0	-1	2	i	i	-4	i	i	i	i
O=C(CCl)NC(Cc1ccccc1)c1ccccc1 (configuration not stated)	i	-10	-1	-2	i	i	-3	i	i	i	i
O=C(Nc1ccc(F)cc1F)c1ccc(-n2cccn2)nc1	i	-8	8	.	i	i	-15	i	i	i	i
COc1ccc(NC(=O)C2CCN(C(=O)Nc3ccc(C)cc3)CC2)cc1OC	i	-4	0	1	i	i	1	i	i	i	i
CN(C(=O)c1ccc(N2CCCCC2)c([N+](=O)[O-])c1)C1(C)CCS(=O)(=O)C1 (configuration not stated)	i	-8	5	0	i	i	-4	i	i	i	i
The list goes on.
SMILES	KCNQ1 act	hERG rescue	GSK3A inh	Dyrk1A ADPGlo	KCNQ1 block	RGS4 block	GSK3beta inhib	KCNK3 block	PolyA inhibitor	KCNK9 inh	RGS4 act
COCCCN(C(C)=O)c1nc(-c2ccccc2)cs1	i	-7	16	32	i	i	0	i	i	i	i
COC(=O)c1cc(S(=O)(=O)NCCc2ccc(C)cc2)c[nH]1	i	-5	-2	2	i	i	4	i	i	i	i
O=C(CNC(=O)c1ccco1)NC1CCCCCC1	i	-10	.	7	i	i	-1	i	i	i	i
Cc1cc(=O)oc2cc(OCC#N)ccc12	i	-9	0	4	i	i	-3	i	i	i	i
CN1CCN(c2ccccc2NC(=O)c2ccc(Br)o2)CC1	i	-3	14	24	i	i	-36	i	i	i	i
CN1C(=O)c2ccccc2Sc2ccc(NC(=O)N3CCOCC3)cc21	i	-10	-6	-3	i	i	2	i	i	i	i

Individual results from the entries so far:
O=C(CNC(=O)c1ccco1)NC1CCCCCC1 in Dyrk1A ADPGlo reads 7
CN1CCN(c2ccccc2NC(=O)c2ccc(Br)o2)CC1 in Dyrk1A ADPGlo reads 24
CN1C(=O)c2ccccc2Sc2ccc(NC(=O)N3CCOCC3)cc21 in GSK3A inh reads -6
